High-throughput results (PubChem)
bCat nuc transl: alters nuclear translocation of beta-catenin in HeLa cells. immunofluorescence imaging. nuclear translocation activity, % at 5 µM. 0.3% of 190,000 active;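 active = nuclear translocation activity above 50% at 5 µM, with a well cell count of 50 or more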;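 note: per-cell ratio of nuclear to cytoplasmic median beta-catenin stain intensity; plate controls were DMSO negative control for no effect and GSK-3 inhibitor IX positive control for full effect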
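Test system: human HeLa cell line; Doses: 5 µM primary, 0.02–20 µM confirmation; Incubation: 24 h compound exposure, 37°C; Detection: beta-catenin immunofluorescence imaging with DAPI; Read-out: beta-catenin nuclear/cytoplasmic ratio, % activation.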
P. falciparum M1AAP: P. falciparum M1AAP inhibitors, biochemical, fluorogenic H-Leu-NHMec substrate, 1536-well (AID 1445). recombinant M1AAP, H-Leu-NHMec fluorogenic kinetic assay; higher % means a stronger effect. inhibition, % at 30 µM, or IC50 in µM where a hit was titrated. 0.42% of 220,000 active;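 active = primary inhibition above the hit cutoff, then over 50% inhibition at one or more dose response concentrations, cut at about 23% in these data, passing the limit was not always enough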;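 note: plate controls were DMSO full reaction for no effect and no enzyme background for full effect; strong numbers were not always called active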
MT stabilize HCS: stabilizes microtubules in HeLa cells. HeLa tubulin immunostaining HCS, 24 h; share of cells brighter than vehicle mean+2SD. AID 2205. % tubulin-high responders, % at 10 µM. 0.83% of 200,000 active;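 active = plate Z-score above 3 for both tubulin-high and condensed-nucleus cell shares, with cell loss under 80%, at 10 µM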;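 note: anti alpha tubulin signal scored within the nucleus-defined area of each cell; some results filed as inactive read as strong as hits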
WT yeast gro inh: growth inhibition of WT yeast, mitochondrial fusion screen; mitochondrial fusion phenotypic screen, WT strain; inhibition, % at 10 µM; 2.1% of 190,000 active; AID 1362; in the data active = inhibition above about 58%; tested in S. cerevisiae
Yfh1-off respiration: mitochondrial function rescue without frataxin homolog – Friedreich's ataxia, plus single-dose screen, dose response (AID 1465). S. cerevisiae Yfh1-off respiration, WST-1 reduction, 72 h; higher fold induction means a stronger effect. 0.074% of 220,000 active. fold induction at 50 µM, or EC50 in µM where a hit was titrated;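 active = fold induction of absorbance versus untreated yeast above a set limit, then at least 30% activation at any dose in follow-up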;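 note: activators that raise dye reduction in frataxin-depleted yeast; strong numbers were not always called active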
T cell modulator: T cell immune modulators affecting CD8 T cell-vesicle binding; 0.068% of 330,000 active; AID 2052; calls only at 7 µM; 2C CD8+ T cell-vesicle binding, flow cytometry; stronger effect = lower value;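 active = response, share of CD8 T cells binding vesicles, and their 90th percentile fluorescence all below set limits, cut at about 80% in these data, passing the limit was not always enough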
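Material: murine 2C transgenic CD8+ T lymphocytes / Also added: QL9-peptide-loaded Drosophila micro-vesicles bearing Ld, ICAM-1 and B7-1 / Schedule: binding step 1.5 h, 37 °C, antibody labelling 20 min, ice / Signal: flow cytometry, PE anti-B7-1 (FL2) versus Alexa647 anti-CD8 (FL8), PFA-fixed / Evaluation: percent CD8+ FL2 mean versus row control / Benchmarks: naked versus QL9-loaded vesicles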
Dynein transport: dynein cargo transport inhibition; 3617.4 mouse cells, GR-EGFP nuclear translocation imaging; test concentration mostly 20 µM; stimulated with dexamethasone, 1 µM; stronger effect = lower value; z-score, hits read low; 0.47% of 220,000 active; AID 1381;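 active = plate z-score of nuclear minus cytoplasmic receptor signal below a set negative limit, without overly bright fluorescence or cell loss, cut at about -3.5 in these data, passing the limit was not always enough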;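 note: z-score of nuclear minus cytoplasmic ring GR-EGFP intensity difference per well; some compounds called inactive have numbers as strong as hits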
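Schedule: 48 h induction, then 1 h compound, then 30 min agonist, 37 °C. Buffer or medium: tetracycline-free induction medium containing charcoal-stripped FBS. Reagent: 1.0 µM final dexamethasone stimulus. Evaluation: nuclear versus cytoplasmic GR-EGFP signal, averaged per well. Signal: high-content fluorescence imaging after fixation.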
Autophagy HCS: modulators of autophagy | AID 463193 | calls only at 10 µM (by protocol) | 0.98% of 190,000 active | MEF GFP-LC3 puncta imaging; test concentration mostly 10 µM;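 active = percentage of spot-positive cells more than 3 SD above its plate mean, without a fluorescence outlier flag or 80% toxicity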;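 note: spot-positive cell cutoff set from DMSO-treated cells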
P. falciparum M17LAP: P. falciparum M17LAP inhibitors, primary screen, biochemical, fluorogenic H-Leu-NHMec substrate, 1536-well (AID 1619). recombinant M17LAP, H-Leu-NHMec fluorogenic kinetic assay; higher % means a stronger effect. inhibition, % at 30 µM; hits with a dose series show IC50 in µM. 0.38% of 220,000 active;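 active = compound inhibiting the enzyme by more than half at any dose during confirmatory dose-response retesting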;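 note: plate controls were full reaction with DMSO carrier for no effect and no enzyme background for full effect; strong numbers were not always called active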
WT yeast gro inh mutant strain: further read-out of WT yeast gro inh, marked with its call; inhibition, %; mitochondrial fusion phenotypic screen, mutant strain inhibition
Dynein transport cytoplasmic EGFP: second read-out of Dynein transport, no call of its own (marks repeat the call); z-score; measured here: cytoplasmic GR-EGFP intensity; stronger effect = higher value
Dynein transport nuclear GR-EGFP: recorded beside Dynein transport, whose call it bears; z-score; measured here: nuclear GR-EGFP intensity;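 lower value marks the stronger effect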
Dynein transport cell count: recorded beside Dynein transport, whose call it bears; z-score; measured here: cell count per field
bCat nuc transl cell count 5 µM: second read-out of bCat nuc transl, no call of its own (marks repeat the call); cell count; measured here: cell count, cytotoxicity flag
T cell modulator vesicle-bound %: further read-out of T cell modulator, marked with its call; double positive events, %; measured here: CD8+ vesicle-bound cell fraction;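 binding gate set so that unloaded-vesicle control wells show 10% double positive cells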
MT stabilize HCS Hoechst-high %: further read-out of MT stabilize HCS, marked with its call; % Hoechst-high responders; measured here: nuclear condensation Hoechst responders;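 share of cells brighter than vehicle mean plus two SD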
MT stabilize HCS cytotoxicity %: also measured in MT stabilize HCS; calls as there; toxicity, %; measured here: cytotoxicity by cell density;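 0% = mean cell density of plate MIN control wells and 100% = no cells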
Autophagy HCS cell loss 18 h: also measured in Autophagy HCS; calls as there; toxicity, %; measured here: cell loss, nuclei count;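 cell loss after 18 h compound exposure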
* marks the source's active call; other numbers are inactive results.

`CC1=NN(C(N)=S)C(=O)C1N=Nc1ccc(C)cc1C` (stereo unspecified) gave P. falciparum M1AAP 9%, MT stabilize HCS 4.0, WT yeast gro inh 70*, T cell modulator inactive, Dynein transport -0.64, Autophagy HCS inactive, P. falciparum M17LAP 6%, WT yeast gro inh mutant strain 59*, Dynein transport cytoplasmic EGFP -0.098, Dynein transport nuclear GR-EGFP 0.2, Dynein transport cell count -0.7, T cell modulator vesicle-bound % 36, MT stabilize HCS Hoechst-high % 1.6, MT stabilize HCS cytotoxicity % 1.2 and Autophagy HCS cell loss 18 h -4.
For O=C(CSc1nnc(Cc2ccccc2)n1Cc1ccco1)NC12CC3CC(CC(C3)C1)C2 the results were P. falciparum M1AAP -3%, MT stabilize HCS 2.8, WT yeast gro inh 25, Yfh1-off respiration inactive, Dynein transport -0.16, Autophagy HCS inactive, P. falciparum M17LAP 20%, WT yeast gro inh mutant strain 12, Dynein transport cytoplasmic EGFP -0.2, Dynein transport nuclear GR-EGFP -0.062, Dynein transport cell count -0.16, MT stabilize HCS Hoechst-high % 0.8, MT stabilize HCS cytotoxicity % 7.2 and Autophagy HCS cell loss 18 h -6.
For NC(=O)[C@@H]1CCCCNc2c(F)cc([N+](=O)[O-])cc2C(=O)N[C@@H](CCCN=C(N)N)C(=O)NCC(=O)N1 the results were bCat nuc transl -1.4, P. falciparum M1AAP 13%, MT stabilize HCS 1.9, WT yeast gro inh -10, Yfh1-off respiration inactive, T cell modulator inactive, Dynein transport -0.36, Autophagy HCS inactive, P. falciparum M17LAP 19%, WT yeast gro inh mutant strain -14, Dynein transport cytoplasmic EGFP -0.2, Dynein transport nuclear GR-EGFP 0.13, Dynein transport cell count 0.64, bCat nuc transl cell count 5 µM 558, T cell modulator vesicle-bound % 33, MT stabilize HCS Hoechst-high % 1.5, MT stabilize HCS cytotoxicity % 5.3 and Autophagy HCS cell loss 18 h -6.
Screening CCn1c(CN2c3ccccc3Sc3ccccc32)n[nH]c1=S returned bCat nuc transl -0.9, P. falciparum M1AAP 1%, Yfh1-off respiration inactive, T cell modulator inactive, Dynein transport -0.25, P. falciparum M17LAP -4%, Dynein transport cytoplasmic EGFP -0.29, Dynein transport nuclear GR-EGFP -0.05, Dynein transport cell count 1, bCat nuc transl cell count 5 µM 1248 and T cell modulator vesicle-bound % 46.
`CC(C)(C)c1ccc(C(=S)N2CCN(c3ccccc3)CC2)cc1` gave bCat nuc transl -0.6, P. falciparum M1AAP -1%, Yfh1-off respiration inactive, T cell modulator inactive, Dynein transport -0.64, P. falciparum M17LAP 7%, Dynein transport cytoplasmic EGFP -0.27, Dynein transport nuclear GR-EGFP -0.35, Dynein transport cell count 1.1, bCat nuc transl cell count 5 µM 1135 and T cell modulator vesicle-bound % 4.
`COc1ccc(CNC(=O)C(c2cccs2)N(Cc2ccco2)C(=O)Cc2cccs2)cc1` (stereo unspecified) gave bCat nuc transl 0.7, P. falciparum M1AAP 9%, MT stabilize HCS 2.3, WT yeast gro inh 23, Yfh1-off respiration inactive, T cell modulator inactive, Dynein transport -0.31, Autophagy HCS inactive, P. falciparum M17LAP 6%, WT yeast gro inh mutant strain -1, Dynein transport cytoplasmic EGFP -0.069, Dynein transport nuclear GR-EGFP -0.17, Dynein transport cell count 0.19, bCat nuc transl cell count 5 µM 1120, T cell modulator vesicle-bound % 9, MT stabilize HCS Hoechst-high % 0.9, MT stabilize HCS cytotoxicity % 4.9 and Autophagy HCS cell loss 18 h 3.
For CCn1c(SCC(=O)Nc2sc3c(c2C#N)CCC(C(C)(C)C)C3)nnc1-c1ccco1 (stereo unspecified) the results were bCat nuc transl -0.3, P. falciparum M1AAP 2%, MT stabilize HCS 6.1, WT yeast gro inh 17, Yfh1-off respiration inactive, T cell modulator inactive, Dynein transport 1.2, Autophagy HCS inactive, P. falciparum M17LAP 2%, WT yeast gro inh mutant strain 8, Dynein transport cytoplasmic EGFP -0.22, Dynein transport nuclear GR-EGFP 0.91, Dynein transport cell count 0.21, bCat nuc transl cell count 5 µM 1448, T cell modulator vesicle-bound % 54, MT stabilize HCS Hoechst-high % 1.9, MT stabilize HCS cytotoxicity % 0.8 and Autophagy HCS cell loss 18 h 12.
Screening CCCNC(=O)NC(=O)CSc1nncs1 returned bCat nuc transl -2.3, P. falciparum M1AAP 1%, MT stabilize HCS 3.2, WT yeast gro inh -3, Yfh1-off respiration inactive, T cell modulator inactive, Dynein transport 0.46, Autophagy HCS inactive, P. falciparum M17LAP -4%, WT yeast gro inh mutant strain -16, Dynein transport cytoplasmic EGFP -0.16, Dynein transport nuclear GR-EGFP 0.29, Dynein transport cell count 0.046, bCat nuc transl cell count 5 µM 1068, T cell modulator vesicle-bound % 37, MT stabilize HCS Hoechst-high % 3.5, MT stabilize HCS cytotoxicity % 3.1 and Autophagy HCS cell loss 18 h -5.
`Cc1ccc(N=Nc2ccc(O)c(P(=O)(c3ccccc3)c3ccccc3)c2)cc1` gave bCat nuc transl 0.7, P. falciparum M1AAP 8%, Yfh1-off respiration inactive, T cell modulator inactive, Dynein transport 0.067, P. falciparum M17LAP 13%, Dynein transport cytoplasmic EGFP -0.29, Dynein transport nuclear GR-EGFP 0.075, Dynein transport cell count 0.21, bCat nuc transl cell count 5 µM 1310 and T cell modulator vesicle-bound % 56.
Screening COc1ccc(OC)c(CN2CCC(CNC(=O)Nc3cccc(Cl)c3)CC2)c1 returned bCat nuc transl -3.9, P. falciparum M1AAP 8%, MT stabilize HCS 1.4, WT yeast gro inh -8, Yfh1-off respiration inactive, T cell modulator inactive, Dynein transport 1.1, Autophagy HCS inactive, P. falciparum M17LAP 5%, WT yeast gro inh mutant strain -1, Dynein transport cytoplasmic EGFP -0.28, Dynein transport nuclear GR-EGFP 0.4, Dynein transport cell count -0.88, bCat nuc transl cell count 5 µM 963, T cell modulator vesicle-bound % 49, MT stabilize HCS Hoechst-high % 1.1, MT stabilize HCS cytotoxicity % 13 and Autophagy HCS cell loss 18 h -12.
Screening CCC(=O)N1CCc2cc(S(=O)(=O)CCC(=O)Nc3cccc(F)c3)ccc21 returned bCat nuc transl 0.3, P. falciparum M1AAP 2%, MT stabilize HCS 6.1, WT yeast gro inh -2, Yfh1-off respiration inactive, T cell modulator inactive, Dynein transport -0.11, Autophagy HCS inactive, P. falciparum M17LAP -17%, WT yeast gro inh mutant strain 5, Dynein transport cytoplasmic EGFP -0.3, Dynein transport nuclear GR-EGFP 0.023, Dynein transport cell count -0.02, bCat nuc transl cell count 5 µM 1003, T cell modulator vesicle-bound % 18, MT stabilize HCS Hoechst-high % 4.1, MT stabilize HCS cytotoxicity % 6.0 and Autophagy HCS cell loss 18 h -6.
Screening COc1ccc2cc(C3CC(c4cccs4)=NN3C(C)=O)c(Cl)nc2c1 (stereo unspecified) returned bCat nuc transl 1.4, P. falciparum M1AAP 3%, Yfh1-off respiration inactive, T cell modulator inactive, Dynein transport 0.8, P. falciparum M17LAP 10%, Dynein transport cytoplasmic EGFP -0.76, Dynein transport nuclear GR-EGFP 0.093, Dynein transport cell count -0.34, bCat nuc transl cell count 5 µM 1320 and T cell modulator vesicle-bound % 35.
For Cc1nn(Cc2ccc(Cl)cc2)c(C)c1NC(=O)CCCn1nc(C)c([N+](=O)[O-])c1C the results were P. falciparum M1AAP 6%, MT stabilize HCS 3.8, WT yeast gro inh 0, Yfh1-off respiration inactive, T cell modulator inactive, Dynein transport -0.3, Autophagy HCS inactive, P. falciparum M17LAP -10%, WT yeast gro inh mutant strain -7, Dynein transport cytoplasmic EGFP -0.34, Dynein transport nuclear GR-EGFP -0.59, Dynein transport cell count 0.6, T cell modulator vesicle-bound % 42, MT stabilize HCS Hoechst-high % 2.4, MT stabilize HCS cytotoxicity % 9.0 and Autophagy HCS cell loss 18 h 3.
C/C(=N\Nc1ccc(F)cc1F)c1ccc(Br)s1 was read as bCat nuc transl -2.2, P. falciparum M1AAP 2%, MT stabilize HCS 6.2, WT yeast gro inh -2, Yfh1-off respiration inactive, T cell modulator inactive, Dynein transport -0.5, Autophagy HCS inactive, P. falciparum M17LAP -1%, WT yeast gro inh mutant strain 28, Dynein transport cytoplasmic EGFP -0.31, Dynein transport nuclear GR-EGFP 0.16, Dynein transport cell count 0.75, bCat nuc transl cell count 5 µM 1143, T cell modulator vesicle-bound % 31, MT stabilize HCS Hoechst-high % 4.7, MT stabilize HCS cytotoxicity % 7.9 and Autophagy HCS cell loss 18 h 36.
For CCOC(=O)C1CCCN(C(=O)c2ccco2)C1 (stereo unspecified) the results were bCat nuc transl -7.2, P. falciparum M1AAP 5%, MT stabilize HCS 3.7, WT yeast gro inh 4, Yfh1-off respiration inactive, T cell modulator inactive, Dynein transport -1.1, Autophagy HCS inactive, P. falciparum M17LAP 7%, WT yeast gro inh mutant strain -1, Dynein transport cytoplasmic EGFP -0.25, Dynein transport nuclear GR-EGFP -0.61, Dynein transport cell count 0.77, bCat nuc transl cell count 5 µM 1062, T cell modulator vesicle-bound % 54, MT stabilize HCS Hoechst-high % 2.5, MT stabilize HCS cytotoxicity % 7.5 and Autophagy HCS cell loss 18 h -6.
